Bioassay records from PubChem BioAssay.
Rab7 wt GTP bind = modulators of GTP binding to dog Rab7 wildtype GTPase; GST-Rab7 beads, fluorescent GTP binding, flow cytometry; actives lie on both sides; untreated = 100%, excess cold GTP = 0%; GTP binding activity (percent of control), % at 10 µM; 0.055% of 190,000 active;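 active = fluorescent GTP binding to Rab7 beads changed by at least 20 points from the 100% baseline, either direction, mostly lower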;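 also: median green fluorescence of bound Bodipy-FL-GTP per Rab7 bead population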
Rab2 wt GTP = changes GTP binding to wildtype dog Rab2A, up or down; GST-Rab2 wt beads, Bodipy-GTP binding, flow cytometry; AID 760; GTP binding activity, % at 10 µM; 0.19% of 190,000 active;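 active = GTP binding activity at least 20 points away from 100%, either lowered or raised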;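 also: 0% = beads with excess unlabeled GTP and 100% = no-compound control corrected for plate trend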
ABCG2 block = blocks JC-1 efflux by human ABCG2 transporter; IgMXP3 cells, flow cytometry; inhibition, % at 6.6 µM; 0.1% of 190,000 active; AID 1325;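 active = inhibition above 80%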;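 also: 0% = DMSO and 100% = nicardipine control wells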
Target sequence (Q9UNQ0 whole entry, looked up): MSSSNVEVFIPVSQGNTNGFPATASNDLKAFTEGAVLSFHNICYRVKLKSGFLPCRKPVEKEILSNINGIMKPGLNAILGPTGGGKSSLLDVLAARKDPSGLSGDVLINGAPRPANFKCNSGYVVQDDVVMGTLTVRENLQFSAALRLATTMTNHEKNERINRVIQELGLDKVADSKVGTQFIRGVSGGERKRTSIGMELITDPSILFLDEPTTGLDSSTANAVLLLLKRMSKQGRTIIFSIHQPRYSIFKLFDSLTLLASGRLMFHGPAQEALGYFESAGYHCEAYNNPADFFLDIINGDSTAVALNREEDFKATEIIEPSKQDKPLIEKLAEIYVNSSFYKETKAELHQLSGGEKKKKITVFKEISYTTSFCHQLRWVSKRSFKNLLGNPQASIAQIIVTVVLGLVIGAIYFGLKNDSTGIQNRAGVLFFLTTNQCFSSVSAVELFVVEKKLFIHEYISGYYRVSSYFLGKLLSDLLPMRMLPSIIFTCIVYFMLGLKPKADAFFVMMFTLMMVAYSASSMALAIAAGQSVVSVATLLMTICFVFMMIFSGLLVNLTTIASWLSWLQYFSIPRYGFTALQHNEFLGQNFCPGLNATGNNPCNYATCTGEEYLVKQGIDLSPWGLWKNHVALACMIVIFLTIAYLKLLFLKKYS
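Assay system – ABCG2 IgMXP3 and barcoded ABCB1 CCRF-Adr cell mix · Input – 3 million cells/mL in well · Reagent – JC-1 fluorescent substrate · Compound – single test compound dose, 6.6 µM final · Timing – 10 min exposure at 25 °C with rotation, no wash · Detection – flow cytometry of retained JC-1 fluorescence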
ABCB1 inh = human ABCB1 inhibition, ABCG2 as counter-screen; AID 1326; 0.067% of 190,000 active; P08183; inhibition, % at 6.6 µM; CCRF-Adr cells, JC-1 efflux, flow cytometry; in the data active = inhibition above about 40%;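 also: 0% = vehicle and 100% = reference inhibitor; higher value means more JC-1 retained so stronger ABCB1 efflux block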
Rac1 mut GTP = modulators of GTP binding to human Rac1 activated mutant | P63000 | GST-Rac1 activated beads, fluorescent GTP binding, flow cytometry; actives lie on both sides; 100% means binding = to untreated wells | percent activity (GTP binding), % at 10 µM | 0.11% of 190,000 active;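 active = GTP binding at least 20 percentage points away from the 100% baseline, in either direction, so actives lie on both sides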
HRas wt GTP bind = changes GTP binding to wildtype human HRas; GST-Ras wt beads, Bodipy-FL-GTP binding, flow cytometry; actives lie on both sides; GTP binding activity, % at 10 µM; 0.14% of 190,000 active;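 active = GTP binding activity at least 20% away from the 100% baseline, either lowered as inhibitor or raised as activator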;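 also: 0% = unlabeled GTP competition control and 100% = no-compound control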
Target sequence (P01112 whole entry, looked up): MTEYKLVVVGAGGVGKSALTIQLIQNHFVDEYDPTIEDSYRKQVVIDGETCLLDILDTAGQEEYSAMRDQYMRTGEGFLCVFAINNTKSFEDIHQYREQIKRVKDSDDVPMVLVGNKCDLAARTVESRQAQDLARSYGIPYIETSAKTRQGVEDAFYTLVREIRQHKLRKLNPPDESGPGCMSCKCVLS
Pf gamet viab = P. falciparum stage V gametocyte viability inhibition; P. falciparum stage V gametocytes, ATP luminescence, 24 h; inhibition, % at 10.9 µM; 0.065% of 150,000 active; AID 743093;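 active = inhibition above the mean plus 3 SD of compounds within the control limits, set per campaign, cut at about 38% in these data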;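 also: 0% = DMSO wells and 100% = medium only without gametocytes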
Cdc42 wt = changes GTP binding to wildtype human Cdc42 | P60953 | GST-Cdc42 beads, Bodipy-GTP binding, flow cytometry; actives lie on both sides | percent activity (GTP binding), % at 10 µM | 0.2% of 190,000 active | AID 761;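 active = percent activity GTP binding at least 20 points away from the 100% baseline, either down as inhibitor or up as activator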;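 also: median bead fluorescence of bound Bodipy-FL-GTP at 100 nM; 0% = excess unlabeled GTP control and 100% = no compound control; below 100% means less GTP binding so inhibitor and above means activator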
Target sequence (P60953 whole entry, looked up): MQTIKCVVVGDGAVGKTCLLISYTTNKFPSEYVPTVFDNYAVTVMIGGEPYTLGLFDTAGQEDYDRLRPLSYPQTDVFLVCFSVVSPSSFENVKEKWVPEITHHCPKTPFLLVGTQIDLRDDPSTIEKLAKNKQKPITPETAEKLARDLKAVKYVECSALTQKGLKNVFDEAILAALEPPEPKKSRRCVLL
GSH fluor = compound fluoresces at 488/530 nm on GSH beads | GSH beads flow cytometry, compound fluorescence 488/530 nm; stronger effect = higher value | fluorescence (KMESF) at 10 µM | 0.25% of 190,000 active | AID 1776; in the data active = fluorescence above about 89;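 also: glutathione beads carrying GST-tagged Bcl family fusion proteins plus one bare bead set; values are compound well signal with DMSO vehicle wells as background; inactives centre near 16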
Avidin fluor = compound fluoresces at 488/530 nm on avidin beads | compound fluorescence 488/530 nm, flow cytometry; stronger effect = higher value | fluorescence (KMESF) at 10 µM | 0.38% of 220,000 active | AID 1775; in the data active = fluorescence above about 47; also: inactives centre near 10
Rac1 wt GTP bind = alters GTP binding to wildtype human Rac1 | P63000 | GST-Rac1 beads, fluorescent GTP binding, flow cytometry; actives lie on both sides; 0 = cold GTP competed, 100 = untreated | GTP binding activity (% of control), % at 10 µM | 0.27% of 190,000 active | AID 757;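 active = GTP binding activity at least 20 points away from the 100% control level, either lower or higher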
Starred values were filed as active, the others as inactive; / = not tested or not shown.

structure	Avidin fluor	ABCG2 block	GSH fluor	ABCB1 inh	Rab2 wt GTP	Rac1 mut GTP	HRas wt GTP bind	Rab7 wt GTP bind	Cdc42 wt	Rac1 wt GTP bind	Pf gamet viab
COc1ccc(/C=C/C(=O)c2cc3cccc(OC)c3oc2=O)cc1	10	7.4	8	1.1	95.0	91.0	93.0	96.0	93.0	89.0	10.9
c1ccc(-n2ncc3c2ncn2nc(-c4ccco4)nc32)cc1	46	-0.5	10	-0.2	96.0	95.0	96.0	95.0	97.0	98.0	/
CCN(CC)S(=O)(=O)c1cc(C(=O)OCC(=O)Nc2ccc(-c3nc4ccc(C)cc4s3)cc2)ccc1F	11	-17.3	24	-7.1	100.0	101.0	101.0	101.0	103.0	105.0	/
Cc1ccc(C(C(=O)NC2CCCCC2)N2CCCC2)cc1 (stereo not given)	9	-0.5	16	-0.2	100.0	97.0	100.0	95.0	100.0	98.0	/
CCN(CCNC(=O)CCCn1nc(C)n2c(cc3sccc32)c1=O)c1ccccc1	7	4.0	21	0.7	100.0	97.0	101.0	102.0	102.0	103.0	/
Cc1nn(C)c(C)c1/C=N/O	15	0.5	10	0.2	94.0	97.0	100.0	95.0	99.0	98.0	/
COc1ccc(/C=C2\CCc3ccccc3C2=O)cc1OC	40	3.5	13	0.7	98.0	93.0	99.0	101.0	100.0	98.0	/
COc1cc(C)ccc1OCCCCOc1ccccc1C(C)=O	16	1.7	17	0.1	98.0	99.0	100.0	101.0	105.0	101.0	18.1
COc1ccc2nc3c(cc2c1)c(NC(=O)c1cccs1)nn3CC(C)C	19	-0.1	14	0.3	90.0	91.0	92.0	95.0	93.0	90.0	-17.1
CN(c1ccc(C(=O)NC2CC2)cc1)S(=O)(=O)c1ccccc1	9	1.8	55	0.2	94.0	93.0	96.0	98.0	94.0	93.0	/
Cn1c(CC(=O)Nc2ccc(Cl)c(Cl)c2)nnc1SCC(=O)Nc1nccs1	7	0.0	4	-0.1	97.0	99.0	96.0	97.0	98.0	103.0	5.4
N#CC1=C(N)Nc2ncnn2C1c1ccccc1 (stereo not given)	16	12.6	8	0.3	95.0	97.0	98.0	95.0	103.0	102.0	/
CCN(CC)C(=O)Nc1ccc(Br)cc1	13	12.4	15	0.7	94.0	97.0	94.0	97.0	96.0	100.0	-15.0
O=C(NCCCN1CCC(Cc2ccccc2)CC1)C1CC(=O)N(C2CCCCCC2)C1 (stereo not given)	12	-1.7	35	2.0	96.0	97.0	97.0	98.0	100.0	105.0	6.2
COc1cc(NC(=O)COC(=O)CNC(=O)c2ccc(Cl)cc2)c(C)cc1[N+](=O)[O-]	2	3.7	6	0.9	98.0	97.0	101.0	95.0	101.0	102.0	-19.1
O=C(Nc1ccc(Cl)cc1)N1CCC(c2ccccc2)C1 (stereo not given)	7	25.6	14	-0.9	99.0	99.0	99.0	101.0	98.0	102.0	-16.3
CC(/C=N/NC(=O)Cc1cccs1)=C\c1ccco1	14	0.6	8	-0.2	98.0	101.0	100.0	96.0	103.0	104.0	-29.8
CC(Oc1ccccc1Cl)C(=O)N(Cc1ccco1)C1CCS(=O)(=O)C1 (stereo not given)	42	5.2	26	0.4	99.0	97.0	100.0	101.0	101.0	101.0	/
Cc1nn(C)c(C(=O)N/N=C/c2cc3c(cc2Br)OCO3)c1Br	4	0.0	10	0.1	101.0	100.0	100.0	101.0	101.0	103.0	-20.6
O=C(Nc1cccc(Cl)c1)OCCN1CCN(Cc2ccccc2)CCC1=O	9	26.4	17	1.4	103.0	101.0	103.0	104.0	105.0	108.0	/
COc1ccc(NC(=O)CN2CCC(NC(=O)C3CCCCC3)CC2)cc1	11	1.8	22	0.0	102.0	102.0	103.0	99.0	104.0	101.0	-19.2
C=CCNC(=O)c1ccccc1NC(=O)c1ccccc1N(C)S(C)(=O)=O	9	-0.9	15	-0.1	98.0	98.0	97.0	96.0	97.0	98.0	-9.2
COc1ccc(OC)c(NC(=O)c2cccnc2Sc2cc(C)ccc2C)c1	13	2.7	19	0.7	99.0	100.0	100.0	100.0	98.0	105.0	/
CSc1ccc(CN2CCCC(CNC(=O)c3ccc(F)cc3)C2)cc1 (stereo not given)	9	3.5	19	3.5	98.0	93.0	97.0	96.0	94.0	96.0	-31.0
CSc1cccc(NC(=O)CN(c2cc(C)ccc2C)S(C)(=O)=O)c1	8	0.7	17	0.0	102.0	101.0	100.0	103.0	104.0	107.0	/
Cc1cccc(-n2c(Cc3cc(=O)[nH]c(=O)[nH]3)nnc2SCC(=O)NCC2CCCO2)c1 (stereo not given)	7	1.0	13	0.4	101.0	100.0	101.0	100.0	100.0	105.0	/
CCOc1ccccc1NC(=O)CSc1nnc2c(CC)c(C)nc(N)n12	10	19.1	23	3.9	98.0	95.0	99.0	95.0	100.0	99.0	/
Cc1cc(C)c(C2=CSC3=NS(=O)(=O)CCN23)c(C)c1	25	-0.1	62	-0.2	100.0	97.0	101.0	108.0	100.0	99.0	-7.9
Cc1ccc(S(=O)(=O)NN2C(=O)c3ccccc3NC2c2ccccn2)cc1 (stereo not given)	20	1.6	10	0.8	97.0	96.0	95.0	96.0	95.0	99.0	-4.2
Cc1ccc(NS(=O)(=O)c2ccc(C(=O)N3CCCN(C)CC3)cc2)cc1	21	0.4	12	-0.1	100.0	98.0	104.0	103.0	107.0	106.0	/
Cn1cc([N+](=O)[O-])c(C(=O)NCc2cc3ccccc3[nH]2)n1	5	22.9	10	0.8	/	/	/	/	/	/	10.1
COc1ccc(C(=O)N/C(=C/c2cccs2)C(=O)NCCCn2ccnc2)cc1OC	8	1.4	14	1.0	100.0	98.0	99.0	99.0	102.0	101.0	/
N#CC(C#N)=C1C=CC=CN1/C(=C\c1ccco1)C(=O)c1ccc(-c2ccccc2)cc1	20	-1.5	15	-0.2	93.0	93.0	97.0	98.0	93.0	98.0	11.3
COc1ccc(/C=C\C(=O)Oc2cccc(/C=N/NC(=O)Cc3ccc(OC)c(OC)c3)c2)cc1	11	31.1	13	2.5	95.0	93.0	96.0	98.0	98.0	98.0	7.2
COc1ccc(NC(=O)c2cccc([N+](=O)[O-])c2)cc1	11	13.1	13	0.8	97.0	97.0	100.0	104.0	98.0	102.0	4.8
CSc1nc(-c2ccccc2)nc(N)c1C(C)=O	15	6.1	15	0.8	105.0	106.0	106.0	104.0	109.0	115.0	/
CC1(C)CNc2cc([N+](=O)[O-])ccc2S1	11	3.4	18	0.2	95.0	91.0	93.0	97.0	97.0	96.0	-27.1
Cc1ccc(NC(=O)CSc2nnc(-c3cccnc3)s2)cc1	6	-0.5	16	-0.2	99.0	100.0	100.0	102.0	103.0	103.0	0.6
CC(=O)c1c(C)[nH]c(C(=O)CSc2nnc(-c3ccco3)o2)c1C	8	9.7	11	1.2	95.0	91.0	94.0	97.0	93.0	95.0	/
COc1ccc(Oc2nc3c(c(=O)n(C)c(=O)n3C)n2Cc2cccc(OC)c2)cc1	7	3.5	32	1.2	97.0	94.0	95.0	94.0	93.0	95.0	8.3

Sorted by formula weight (high to low): some entries from above
structure	Avidin fluor	ABCG2 block	GSH fluor	ABCB1 inh	Rab2 wt GTP	Rac1 mut GTP	HRas wt GTP bind	Rab7 wt GTP bind	Cdc42 wt	Rac1 wt GTP bind	Pf gamet viab
Cc1cccc(-n2c(Cc3cc(=O)[nH]c(=O)[nH]3)nnc2SCC(=O)NCC2CCCO2)c1 (stereo not given)	7	1.0	13	0.4	101.0	100.0	101.0	100.0	100.0	105.0	/
Cc1ccc(S(=O)(=O)NN2C(=O)c3ccccc3NC2c2ccccn2)cc1 (stereo not given)	20	1.6	10	0.8	97.0	96.0	95.0	96.0	95.0	99.0	-4.2
CSc1nc(-c2ccccc2)nc(N)c1C(C)=O	15	6.1	15	0.8	105.0	106.0	106.0	104.0	109.0	115.0	/

(cont.)
structure	Avidin fluor	ABCG2 block	GSH fluor	ABCB1 inh	Rab2 wt GTP	Rac1 mut GTP	HRas wt GTP bind	Rab7 wt GTP bind	Cdc42 wt	Rac1 wt GTP bind	Pf gamet viab
COc1ccc2c(C)cc(Sc3nnnn3-c3ccccc3)nc2c1	15	3.3	15	0.5	101.0	103.0	102.0	102.0	104.0	107.0	0.2
CC(=O)c1c(C)[nH]c(C(=O)OCC(=O)Nc2cc(C)on2)c1C	40	10.5	28	0.4	101.0	99.0	99.0	101.0	101.0	105.0	/
COc1ccc(Br)cc1S(=O)(=O)N1CCCC1	3	6.8	24	1.3	98.0	96.0	98.0	100.0	97.0	98.0	/
O=C(C1CCCO1)N1CCN(c2ccccn2)CC1 (stereo not given)	20	0.3	10	0.1	96.0	98.0	97.0	98.0	98.0	100.0	-18.5
CCOC(=O)C1=C(N)OC2=C(C(=O)CC(C)(C)C2)C1c1cccnc1 (stereo not given)	11	2.2	24	1.3	100.0	98.0	101.0	102.0	101.0	100.0	-0.1
Cn1nnnc1SC(C(=O)Nc1ccc(F)cc1)c1ccccc1 (stereo not given)	24	1.3	22	0.0	99.0	94.0	98.0	106.0	96.0	94.0	-0.2
Cn1c(=O)c(-c2ccccc2N)nc2ccccc21	8	0.0	29	-0.2	96.0	95.0	98.0	98.0	97.0	96.0	/
O=C(c1ccccc1)N1CCN(c2ccc(Cl)cc2)CC1	6	1.3	5	0.2	98.0	95.0	99.0	100.0	98.0	98.0	-11.3
CCNc1ccc(S(N)(=O)=O)cc1[N+](=O)[O-]	17	5.0	7	0.8	99.0	101.0	100.0	100.0	99.0	100.0	6.3
CCC(C)C(NC(=O)OC(C)(C)C)C(=O)NC(C)C(N)=O (stereo not given)	13	2.8	12	0.5	102.0	96.0	98.0	105.0	99.0	104.0	14.9
CC1C/C(=C\c2cccnc2)C(=O)/C(=C/c2cccnc2)C1 (stereo not given)	14	17.7	22	1.4	93.0	92.0	94.0	96.0	90.0	95.0	9.2
O=C1C2C3C=CC(C4CC34)C2C(=O)N1/N=C/c1cccs1 (stereo not given)	15	6.5	10	2.1	97.0	98.0	98.0	104.0	99.0	102.0	/
COc1ccc(NC(=O)c2ccc(OCc3c(C)noc3C)c(OC)c2)cn1	13	12.4	13	0.4	100.0	98.0	102.0	104.0	96.0	99.0	8.0
Cc1nn(CCCC(=O)NCc2ccc(F)cc2)c(C)c1[N+](=O)[O-]	13	22.9	9	0.9	97.0	95.0	99.0	100.0	98.0	104.0	5.7
COCCNC(=O)NC(=O)COC(=O)c1cccn1C	6	3.3	10	0.8	99.0	101.0	102.0	100.0	102.0	101.0	-9.4
CCS(=O)(=O)c1ccc2oc(Nc3ccccc3C)nc2c1	11	6.8	50	0.6	101.0	101.0	101.0	98.0	102.0	102.0	/
COc1cc(OC)c(OC)cc1CNCCSc1nnnn1C	9	-0.4	10	-0.1	95.0	95.0	94.0	94.0	95.0	94.0	-12.5
COC(=O)[C@H](Cc1ccccc1)NC(=O)[C@@]1(C)C[C@@H]1[C@@H](NC(=O)OCc1ccccc1)c1ccccc1	10	15.0	19	5.8	104.0	100.0	104.0	104.0	103.0	102.0	0.1
